# Tau fil binding – tau filament binding | P10636 | 2% of 71,000 active | Potency, µM (top dose mostly 57.1 µM), for inactives: at the top dose activity change, negative = inhibition | AID 596 | recombinant tau filaments, thioflavin S fluorescence, 15 h; filaments grown with octadecylsulfate alongside compound;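 further: potency means the concentration at half of the fitted maximal effect; on the % scale 0 is the no-effect control and ±100 the full control effect; actives lower thioflavin S fluorescence by blocking filaments or displacing dye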
#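 Read-out: ThS fluorescence, 450 nm excitation/510 nm emission; lower signal marks blocked filament formation or displaced dye. Tau at 1 uM with 30 uM ODS, 10 uM ThS, 5 mM DTT, 100 mM NaCl, 10 mM HEPES pH 7.4; 15 h, 37 C.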
# Luciferase inh – inhibitors of firefly luciferase; P08659; purified firefly luciferase, luminescence, 8 min; Potency, µM (titrated, usually from 57.1 µM), for inactives: top-dose activity change, negative = inhibition, usual class: inhibitors; 2.2% of 72,000 active; further: potency means the concentration at half of the fitted maximal effect; on the % scale 0 is the no-effect control and ±100 the full control effect; nearly all actives have a fitted effect of over 40% in size
#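 Titration-based qHTS; buffer 50 mM imidazole pH 7.2, 50 mM KCl, 7 mM MgCl2, 10 uM ATP, 0.01% Tween 20, 0.05% BSA; luciferase/luciferin detector mix added after compound; 8 min, ambient; luminescence.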
# ERK AVP block – vasopressin-driven ERK pathway inhibition; HEK293-V1b, vasopressin-stimulated pERK AlphaScreen; Potency, µM (titrated, usually from 57.5 µM), for inactives: at the highest dose activity, negative = inhibition, hits mostly inhibitors; 0.99% of 72,000 active; AID 995; further: potency means the concentration at half of the fitted maximal effect; on the % scale 0 is the no-effect control and ±100 the full control effect; nearly all actives have a fitted effect of over 55% in size
#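 Phosphorylated ERK1/2 detected via AlphaScreen bead proximity in lysates of V1b-expressing HEK293 cells given 25 nM vasopressin for 5 min after 30 min compound exposure (37 °C). AC50 from Hill equation; basal DMSO 0%, vasopressin 100%.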
# Caspase-7 inhib – blocks human caspase-7 allosterically or competitively; P55210; recombinant caspase-7, Ac-DEVD-AFC fluorescence rate; Potency, µM (titrated, usually from 57.5 µM), for inactives: at the top dose activity change, negative = inhibition, actives largely listed as inhibitors; 0.02% of 75,000 active; active means well fitted inhibition curve with a large enough effect in the main read-out, with a control signal flat, not every such curve was filed as active; inconclusive means small, poorly fitted or top-dose-only effect, or a change in a side signal; further: potency means the concentration at half of the fitted maximal effect; % of control where 0% means no effect
# Target sequence (P55210 24-198 limits assumed): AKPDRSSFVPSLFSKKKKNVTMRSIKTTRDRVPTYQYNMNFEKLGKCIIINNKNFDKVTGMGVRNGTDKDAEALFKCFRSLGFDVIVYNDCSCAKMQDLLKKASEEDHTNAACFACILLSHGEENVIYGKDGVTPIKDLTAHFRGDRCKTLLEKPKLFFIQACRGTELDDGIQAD
# Target sequence (P55210 207-303 limits assumed): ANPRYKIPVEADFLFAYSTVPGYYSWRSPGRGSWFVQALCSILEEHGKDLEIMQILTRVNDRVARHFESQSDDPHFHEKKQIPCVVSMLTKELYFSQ
# Caspase-1 inhib – caspase-1 (human) inhibition, allosteric or competitive; Caspase-1 enzyme, Ac-WEHD-AFC fluorogenic rate; 0.03% of 75,000 active; Potency, µM (titrated, usually from 57.5 µM), inactives show at the top dose activity change, negative = inhibition, usual class: inhibitors; AID 900;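 further: potency means the concentration at half of the fitted maximal effect; plate controls were vehicle for no effect and no substrate for full effect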
# HADH2 inhib – HADH2 (human) dehydrogenase inhibition | Potency, µM (top dose mostly 57.1 µM), inactives show at the highest dose activity change, negative = inhibition, hits mostly inhibitors | 3.4% of 73,000 active | AID 886 | Q99714 | recombinant HADH2, NADH fluorescence, beta-hydroxybutyryl-CoA; further: potency means the concentration at half of the fitted maximal effect; on the % scale 0 is the no-effect control and ±100 the full control effect; nearly all actives have a fitted effect of over 60% in size; many of its hits are not listed in these tables
#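 Activity measured as NADH fluorescence gain (360/450 nm), taken as the change between first and last reads of a 4-min kinetic run. Conditions: pH 9.0 Tris buffer, 20 nM E. coli-expressed His-tagged enzyme, 1 mM NAD+, 90 uM beta-hydroxybutyryl-CoA; 15-min compound preincubation.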
# Rhodamine fluor – compound autofluorescence in rhodamine spectral region | max dye-equivalent concentration, M | AID 594 | 0.05% of 59,000 active | Rhodamine-region fluorescence, 547/598 nm, Tris buffer; stronger effect = higher value; in the data active means max dye-equivalent concentration above about 11 nM; inconclusive means between about 1.1 nM and that limit
#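 Intrinsic compound fluorescence, ex 547 / em 598 nm, CCD imager. Tris 100 mM pH 8.0; 15 min RT. Output = rhodamine dye-equivalent concentration at each compound concentration.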
# HEK293 cAMP cs – counter-screen for TSHR agonists: cAMP increase in parental HEK293; Potency, µM (series often up to 57.1 µM), for inactives: at the highest dose activation, actives largely listed as activators; 2.5% of 73,000 active; AID 938; parental HEK293 CNG cAMP sensor, membrane potential fluorescence; further: potency means the concentration at half of the fitted maximal effect; % of control where 0% means no effect; nearly all actives have a fitted effect of over 55% in size
#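 Parental HEK 293 cells stably expressing a modified CNG channel (no TSHR) report cAMP rise as membrane depolarization. Membrane potential dye with 100 uM RO 20-1724 was loaded for 60 min at room temperature, then compound added for 30 min; fluorescence read at 590 nm.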
# TexasRed autofl – compounds fluorescent in Texas Red spectral region. Compound fluorescence, Texas Red channel, 547/618 nm; stronger effect = higher value. max dye-equivalent concentration, M. 0.06% of 59,000 active; in the data active means max dye-equivalent concentration above about 10 nM; inconclusive means between about 1.1 nM and that limit
#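 Dye-equivalent concentrations come from scaling compound signal (ex 547, em 618 nm) to six Texas Red standard concentrations run on every plate, after 15 min room-temperature incubation in pH 8.0 Tris (100 mM).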
# Fluorescein fluor – compound fluoresces in the fluorescein spectral region; 0.91% of 59,000 active; AID 593; Compound autofluorescence, 480/540 nm, fluorescein-equivalent; stronger effect = higher value; max fluorescein-equivalent concentration, M; in the data active means max fluorescein-equivalent concentration above about 10 nM; inconclusive means between about 1.1 nM and that limit
#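 Read-out is intrinsic compound fluorescence at 480/540 nm (excitation/emission), expressed as dye-equivalent concentration using a fluorescein standard series run on every plate. Compounds sat 15 min at room temperature in 100 mM Tris, pH 8.0.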
# USP2a inhib – inhibitors of human ubiquitin-specific protease USP2a. USP2a enzymatic assay, qHTS inhibition. Potency, µM (series often up to 38.3 µM), for inactives: at the highest dose activity change, negative = inhibition, most hits filed as inhibitors. 0.1% of 60,000 active. AID 927;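 further: potency means the concentration at half of the fitted maximal effect; nearly all actives have a fitted effect of over 60% in size; plate controls were DMSO for no effect and NEM full inhibition control for full effect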
# Target sequence (O75604 whole entry, looked up): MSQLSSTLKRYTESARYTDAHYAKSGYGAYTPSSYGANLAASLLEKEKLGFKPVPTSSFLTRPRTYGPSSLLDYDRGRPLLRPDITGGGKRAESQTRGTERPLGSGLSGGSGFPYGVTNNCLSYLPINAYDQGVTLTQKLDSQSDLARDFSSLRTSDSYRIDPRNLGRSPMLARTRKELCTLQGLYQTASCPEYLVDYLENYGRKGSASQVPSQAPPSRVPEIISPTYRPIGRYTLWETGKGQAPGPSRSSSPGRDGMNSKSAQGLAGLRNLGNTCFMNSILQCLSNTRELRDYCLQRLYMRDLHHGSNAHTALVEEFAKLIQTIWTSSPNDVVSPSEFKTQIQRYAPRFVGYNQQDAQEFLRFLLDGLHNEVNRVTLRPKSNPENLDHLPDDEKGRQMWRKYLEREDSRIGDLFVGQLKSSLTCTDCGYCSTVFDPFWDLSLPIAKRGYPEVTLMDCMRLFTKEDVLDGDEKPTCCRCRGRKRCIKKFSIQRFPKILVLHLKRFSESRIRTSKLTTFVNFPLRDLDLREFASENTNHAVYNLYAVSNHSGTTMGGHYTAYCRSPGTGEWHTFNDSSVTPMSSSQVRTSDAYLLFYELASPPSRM
#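 Coupled readout: USP2-cleaved Ub-PLA2 (20nM final) turns over NBD C6-HPC (20uM final), Ex 460nm/Em 535nm after 2.5 h, time-zero read flagging artifacts. Enzyme (20nM final, pH 8.0 Tris) given 30 min RT with compound first; NEM defines full inhibition.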
# * = called active by the depositor; i = inactive; ? = inconclusive; / = not tested or not shown; [ ] = remark or other dose. Unless noted, the call rests on the fitted dose curve; in most records, active means well fitted curve in the direction sought with a large enough effect; inconclusive means small, poorly fitted or top-dose-only effect, or another doubt; inactive means no such curve, though single readings can be large; an effect the other way counts as inactive or inconclusive. Only part of the results is shown (hit frequency here may not be typical).
SMILES,Tau fil binding,Luciferase inh,ERK AVP block,Caspase-7 inhib,Caspase-1 inhib,HADH2 inhib,Rhodamine fluor,HEK293 cAMP cs,TexasRed autofl,Fluorescein fluor,USP2a inhib
COc1ccc2[nH]c3cc4c(=O)c5cc(OC)ccc5[nH]c4cc3c(=O)c2c1,3%[11.4 µM],0%[11.4 µM],-19%[11.5 µM],-1%[11.5 µM],5%[11.5 µM],8%[11.4 µM],i,-5%[11.4 µM],?,i,/
CCOC(=O)N1CCN(S(=O)(=O)c2cc(Br)cnc2N)CC1,-5%,-2%,5%,1%,0%,3%,i,7%,i,i,5%
Cc1cc(C(=O)Nc2ccc(S(=O)(=O)Nc3nccs3)cc2)c(C)o1,4%,0%,?,0%,-2%,-9%,i,2%,i,i,2%
CCc1ccc(-c2nc(CN3CCC(C(=O)NCc4ccccc4OC)CC3)c(C)o2)cc1,195%,-4%,-2%,1%,-2%,-7%,i,2%,?,?,45%[activator]
COc1ccc(C(c2sc3nc(C)nn3c2O)N2CCN(Cc3ccccc3)CC2)cc1OC (configuration not stated),-8%,2%,/,2%,-5%,4%,/,21%,/,/,/
COC(=O)[C@@]1(Cc2ccc(F)cc2)[C@H]2c3cc(C(=O)N(C)C)n(CCF)c3C[C@H]2CN1C(=O)c1ccccc1,8%,/,-19%,-2%,-4%,6%,/,?,/,/,/
CC(C)CN1CCCC2(CCN(C(=O)c3ccco3)CC2)C1,5%,1%[11.4 µM],30%[activator],-5%,-6%,6%,i,3%,i,i,62%[activator]
CC1Cc2cc(/C(O)=C3\C(=O)C(=O)N(CCN(C)C)C3c3ccccc3F)ccc2O1 (configuration not stated),-7%,-1%,-10%,-2%,-1%,-6%,i,-4%,i,i,7%
CCN(CC)CCn1c(-c2ccccc2)nc2c(NC3CCCCC3)nc(C)nc21,122%,/,-1%,-1%,-1%,?,/,?,/,/,/
COc1cc(S(=O)(=O)N2CCCCCC2)c(OC)cc1Br,-8%,1%,13%,0%,-3%,-3%,/,16µM*,/,/,-3%
O=C(CN1C(=O)CC(c2ccco2)Sc2ccccc21)Nc1ccccc1F (configuration not stated),24%,-1%,/,-7%,-6%,-17%,/,5%,/,/,/
O=C(NCc1n[nH]c(=S)n1-c1ccc(F)cc1)c1ccco1,4%,2%,-2%,2%,0%,-9%,i,-3%,i,i,-6%
Cn1nc(OCc2ccccc2)ccc1=O,6%,2%,-19%,0%,1%,11%,i,4%,i,i,-4%
COc1cccc(C(=O)N(Cc2nc(-c3ccc(C)cc3)no2)C(C)C)c1,-6%,-1%,10%,-3%,-2%,-2%,i,?,?,i,-10%
CCCCCOc1ccc(OC(=O)c2ccncc2)cc1,-5%,0%,-9%,-4%,1%,0%,i,-5%,i,?,15%
COC(=O)[C@@]1(Cc2ccc(OC)cc2)[C@H]2c3cc(C(=O)N4CCCC4)n(Cc4ccc(C)c(F)c4F)c3C[C@H]2CN1C(=O)c1ccccc1,5%,/,8%,-6%,-5%,4%,/,?,/,/,/
COc1ccccc1NC(=O)C1CC(=O)N(c2ccc(F)cc2)C1 (configuration not stated),-10%,0%,-4%,0%,-1%,9%,i,7%,i,i,0%
O=S(=O)(NCCc1ccncc1)c1ccc(S(=O)(=O)N2CCCCCC2)cc1,-9%,8%,9%,-1%,0%,22%,i,4%,i,i,38%[activator]
Cc1ccc(-c2csc(NC(=O)CSc3ncn(-c4ccccc4)n3)n2)cc1,4%,2%,13%,-1%,1%,7%,i,10%,i,i,4%
CCOC(=O)CCCN,-4%[11.4 µM],0%[11.4 µM],10%[11.5 µM],-1%[11.5 µM],1%[11.5 µM],-2%[11.4 µM],i,3%[11.4 µM],i,?,/
COc1ccc(N2CCN(C(=O)CSc3nnc(C)c(=O)[nH]3)CC2)cc1,1%,0%,18%,0%,0%,?,i,1.3µM*,i,i,-7%
CCOC(=O)c1c(CN2CCN(C)CC2)oc2ccc(O)cc12,-18%,3%,-1%,0%,2%,-23%,i,3%,?,i,-5%
O=C(CSc1nnc(Cc2csc(Nc3cccc(Cl)c3)n2)o1)N1CCc2ccccc21,102%,0%,-18%,-3%,-7%,-11%,i,7%,i,i,30%
COc1ccccc1NC(=O)NCCN1C(=O)C2C3C=CC(C3)C2C1=O (configuration not stated),3%,-1%,-5%,-3%,4%,10%,/,5%,/,/,/

# Compound profiles, as listed above. Values in the order: Tau fil binding	Luciferase inh	ERK AVP block	Caspase-7 inhib	Caspase-1 inhib	HADH2 inhib	Rhodamine fluor	HEK293 cAMP cs	TexasRed autofl	Fluorescein fluor	USP2a inhib
# `CCOC(=O)CCCN` as listed: -4%[11.4 µM]	0%[11.4 µM]	10%[11.5 µM]	-1%[11.5 µM]	1%[11.5 µM]	-2%[11.4 µM]	i	3%[11.4 µM]	i	?	/
# `O=S(=O)(NCCc1ccncc1)c1ccc(S(=O)(=O)N2CCCCCC2)cc1` as listed: -9%	8%	9%	-1%	0%	22%	i	4%	i	i	38%[activator]
# `CCOC(=O)N1CCN(S(=O)(=O)c2cc(Br)cnc2N)CC1` as listed: -5%	-2%	5%	1%	0%	3%	i	7%	i	i	5%
# `O=C(CSc1nnc(Cc2csc(Nc3cccc(Cl)c3)n2)o1)N1CCc2ccccc21` as listed: 102%	0%	-18%	-3%	-7%	-11%	i	7%	i	i	30%

# (cont.)
SMILES,Tau fil binding,Luciferase inh,ERK AVP block,Caspase-7 inhib,Caspase-1 inhib,HADH2 inhib,Rhodamine fluor,HEK293 cAMP cs,TexasRed autofl,Fluorescein fluor,USP2a inhib
Cc1c(NC(=O)c2cc3nc(-c4ccccc4)cc(C)n3n2)c(=O)n(-c2ccccc2)n1C,-15%,5%,-21%,0%,-2%,?,i,3%,i,i,20%
CC(OC1=CC(=O)CCC1)C(=O)c1ccccc1 (configuration not stated),-8%[11.4 µM],1%,4%,1%,-1%,-4%[11.4 µM],/,3%[11.4 µM],/,/,3%[7.66 µM]
O=C(NC1CCCCC1)N(CCN1CCOCC1)Cc1cc2cc3c(cc2[nH]c1=O)OCCO3,9%,-1%,8%,-3%,0%,?,i,8%,i,i,77%[activator]
COC(=O)C/C=C\[C@@H](C)[C@@H](/C=N\O[C@@H](C)c1cc(-c2c(C)cc(C)cc2C)no1)NS(=O)(=O)c1ccc(C)cc1,/,0%[11.4 µM],4%[11.5 µM],-3%[11.5 µM],-3%[11.5 µM],10%[11.4 µM],/,13%[11.4 µM],/,/,/
CN(C)c1oc(-c2ccc(OCc3ccccc3)cc2)nc1C#N,63%,2%,-30%,-2%,-2%,?,i,11%,i,?,-10%
N#CC12CCCCC1CC1CCCCC1(C#N)N2CCO (configuration not stated),-1%,3%,-26%,-5%,-6%,15%,i,?,i,?,8%
CC(C)Nc1nc(C#N)nc(NC(C)C)n1,13µM*,2%,?,1%,-1%,3%,i,4%,i,i,-1%
COc1ccccc1NC(=O)Cn1cnc2c(cnn2-c2ccccc2)c1=O,-4%,3%,7%,-2%,1%,-3%,i,1%,?,i,35%[activator]
CCCn1c(N)c(C(c2ccc(C(=O)OC)cc2)N2CCN(c3ccccc3)CC2)c(=O)[nH]c1=O (configuration not stated),6%,4%,-22%,-4%,-1%,4%,i,0%,i,i,23%
Clc1ccc(Oc2nc(N3CCOCC3)nc(N3CCOCC3)n2)c(C2CCCCC2)c1,-5%,0%,12%,1%,3%,11%,i,8%,?,?,13%
CCCCCCN(C(=O)CCCCCN1C(=O)NC(c2ccc([N+](=O)[O-])cc2)C(C(=O)OCc2ccccc2)=C1C)C(C(=O)NCCCC)c1ccc(OCC(=O)OC)c(C(=O)OC)c1 (configuration not stated),-14%,/,-8%,-3%,-12%,-10%,/,14%,/,/,/
CC(C)CC(c1nnnn1CC1CCCO1)N1CCN(Cc2ccc3c(c2)OCO3)CC1 (configuration not stated),-9%,1%,-4%,1%,-1%,-8%,i,16%,?,i,/
C=CCn1c(N)cc(=O)nc1SCC(=O)N1CCN(c2ccc(F)cc2)CC1,-2%,1%,-20%,0%,0%,7%,i,1%,i,i,4%
COc1cccc([C@H]2Oc3ccc(OC)cc3/C(=N\OC[C@@H](O)[C@@H]3O[C@@H]4OC(C)(C)O[C@@H]4[C@H]3O)[C@@H]2O)c1,/,-2%[11.4 µM],11%[11.5 µM],0%[11.5 µM],-6%[11.5 µM],-2%[11.4 µM],/,1%[11.4 µM],/,/,/
Cc1ccc2cc(-c3noc(C4CCCO4)n3)c(=O)[nH]c2c1 (configuration not stated),-19%,-4%,/,1%,-3%,?,/,4%,/,/,/
